# Screening results as filed in PubChem.
# QS inhibitor: S. aureus quorum sensing inhibition. inhibition, % at 2 µM. AID 527. S. aureus RN6390 RNAIII-GFP reporter, AIP-induced, flow cytometry 3 h. 0.3% of 24,000 active;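 active means share of bacteria positive for the green fluorescent reporter and its mean brightness both inhibited by 50% or more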;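 further: 0% = AIP-stimulated control and 100% = unstimulated bacteria without AIP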
# QS inhibitor GFP MFI %: second read-out of QS inhibitor, no call of its own (marks repeat the call); inhibition, %; measured here: inhibition of GFP MFI
# Starred values were filed as active, the others as inactive. A portion of the library; the hit share may differ from the screen's.
# Value order – QS inhibitor | QS inhibitor GFP MFI %
- O=C(C1CCN(c2nnc(-n3cccc3)s2)CC1)N1CCN(c2cccc(C(F)(F)F)c2)CC1
→ 2 | 3
- COc1ccc(OC)c(-c2cc(C(=O)NCc3cccs3)no2)c1
→ 0 | -8
- CCCCSc1cc(C)nc2ncnn12
→ 0 | 6
- C=C(C)Cn1c(CCCNC(=O)C(C)(C)C)nc2ccccc21
→ 0 | 21
- Cc1ccc(C2CC(c3cccc(C)c3)n3ncnc3N2)cc1 (centres undefined)
→ -3 | -25
- CCCOc1ccc(/C=c2\sc3nc(-c4ccco4)nn3c2=O)cc1OCC
→ -4 | -12
- CCC(C)NC(=O)CCS(=O)(=O)c1ccc(Br)s1 (centres undefined)
→ 6 | 11
- COC(=O)C1=C(N)Oc2cc(C)n(Cc3cccnc3)c(=O)c2C1c1ccc(OC)c(OC)c1 (centres undefined)
→ -8 | -17
- COc1ccc(N2C(=O)C(Cl)=C(N3CCCC3)C2=O)cc1
→ -2 | -2
- C=CCn1c(=O)c2ccccc2n2c(SC(C)C(=O)Nc3nc(-c4ccccc4)cs3)nnc12 (centres undefined)
→ 3 | 11
- Cc1nc(Sc2cccn2C)c(C(F)(F)F)c(=O)[nH]1
→ 6 | 14
- O=C(NC1CCCCC1)c1noc2c1CCCCC2
→ -3 | 2
- CCOc1ccc(Cc2nc(-c3nonc3N)no2)cc1OCC
→ 0 | 1
- CCOC(=O)N1CCN(C(=O)c2c(-c3ccccc3)noc2C)CC1
→ -1 | 0
- CC(C)(C#N)NC(=O)c1ccco1
→ -1 | 10
- CCOC(=O)N1CCC(NS(=O)(=O)c2cc(Br)cnc2N)CC1
→ -8 | -14
- Cc1cc(N)ccc1NC(=O)c1ccccc1
→ 0 | -3
- O=S(=O)(NCCN1CCCC1)c1cccc2cccnc12
→ -2 | -13
- CCc1ccc(S(=O)(=O)NCc2cn3ccccc3n2)s1
→ -5 | -25
- Cc1ccc(NC(=O)CCN2C(=O)c3ccncc3C2=O)cc1
→ -2 | -13
- CN(C)S(=O)(=O)c1ccc(Oc2ccc(S(=O)(=O)N(C)C)cc2)cc1
→ 2 | 13
- CCOc1ccc(C2CC(c3cccc(C)c3)n3ncnc3N2)cc1 (centres undefined)
→ -4 | -18
- COc1cccc(-n2nnc3c(=O)n(CC(=O)OCc4ccccc4)cnc32)c1
→ -2 | -12
- O=C(NCCCN1CCCC1=O)c1ccc2c(=O)n(Cc3ccco3)c(=S)[nH]c2c1
→ 0 | -2
- CN(C)CCCNC(=O)c1ccc2[nH]c3ccccc3c2c1
→ 1 | 11
- Cc1ccc(CNC(=O)CN(C)S(=O)(=O)c2cccc3nsnc23)cc1
→ 18 | 30
- O=C1Nc2ccccc2C(O)(C(=O)NC2CC2)N1c1ccc(Cl)c(Cl)c1 (centres undefined)
→ -3 | -10
- CCOC(=O)c1cnn(-c2sc(C(=O)OCC)c(C)c2C(=O)OCC)c1N
→ 0 | 10
- Cc1ccc(S(=O)(=O)NC(CC(=O)N2CCc3ccccc32)c2ccco2)cc1 (centres undefined)
→ 11 | 23
- Cc1oc(-c2ccccc2)[n+]([O-])c1C
→ 1 | 4

# Sorted by value in QS inhibitor GFP MFI % (low to high): five of the compounds above.
# Value order – QS inhibitor | QS inhibitor GFP MFI %
- CCOC(=O)N1CCC(NS(=O)(=O)c2cc(Br)cnc2N)CC1
→ -8 | -14
- O=C(NCCCN1CCCC1=O)c1ccc2c(=O)n(Cc3ccco3)c(=S)[nH]c2c1
→ 0 | -2
- CCOC(=O)N1CCN(C(=O)c2c(-c3ccccc3)noc2C)CC1
→ -1 | 0
- CCCCSc1cc(C)nc2ncnn12
→ 0 | 6
- CC(C)(C#N)NC(=O)c1ccco1
→ -1 | 10

# Continuation:
# Value order – QS inhibitor | QS inhibitor GFP MFI %
- CCS(=O)(=O)N1CCC(C(=O)NCc2ccccn2)CC1
→ 0 | -22
- COc1ccc(CC(=O)OCC(=O)NC(=O)NC2CCCCC2)cc1
→ -4 | -4
- CC(C(=O)NC1CCCCCC1)N(c1ccccc1)S(C)(=O)=O (centres undefined)
→ 0 | 1
- Cn1c2c(c(=O)n(C)c1=O)C(c1cccc(Br)c1)C1C(=O)c3ccccc3C1=N2 (centres undefined)
→ 0 | 28
- COC1CCCCC1Nc1cccc(SC)c1 (centres undefined)
→ 0 | -1
- Cc1cc(NC(=O)Nc2cccs2)no1
→ 1 | 10
- COC(=O)Cc1c(C)nc2nc[nH]n2c1=O
→ 0 | 6
- O=C(NCc1ccc2c(c1)OCO2)c1nnc(Cc2ccc(F)cc2)o1
→ 0 | 0
- Cc1cc(C)n(CNc2nc(C(F)(F)F)cs2)n1
→ -1 | -10
- O=C1c2ccccc2NC(c2cccc(F)c2)N1Cc1ccco1 (centres undefined)
→ -1 | 2
- O=C(Cc1ccccc1)N1CCCC(c2nc(-c3cccs3)no2)C1 (centres undefined)
→ 0 | 0
- C=C(Cl)COC(=O)[C@H]1C2C=CC(C2)C1C(=O)O (some centres undefined)
→ -2 | -3
- O=S(=O)(c1ccc(Br)s1)N1CCCCC1
→ 2 | 12
- COc1ccc(Cn2nnnc2C(c2ccccn2)N2CCN(c3cc(Cl)ccc3C)CC2)cc1 (centres undefined)
→ 5 | 33
- Cc1ccc(S(=O)(=O)n2ccnc2)cc1C
→ 2 | 0
- COC(=O)c1ccccc1NC(=O)C1CCN(S(=O)(=O)c2cc(C)ccc2OC)CC1
→ 1 | 16
- Cn1c(-c2ccccc2)cnc1SCc1nc2ccccc2c(=O)[nH]1
→ 0 | -4
- O=C1CCCN1Cc1ncnn1-c1ccccc1
→ 4 | 10
- CN1CCN(C(=O)C2CCC(CNS(=O)(=O)c3cccc4cccnc34)CC2)CC1 (centres undefined)
→ -1 | -3
- COCCCn1c(SCC(=O)N2CCc3ccccc32)nnc1-c1ccoc1C
→ 1 | -7
- O=C(NCCN1CCN(c2ccccc2)CC1)c1cccn2c(=O)c3ccccc3nc12
→ 80* | 70*
- CCOc1ccc(C(CC(=O)O)NS(=O)(=O)c2ccc(C)cc2)cc1OC (centres undefined)
→ 2 | -2
- CC1(C)CC(=O)C(C=NCC2CCNCC2)=C(O)C1
→ 0 | 4
- Cc1csc2nc(CNS(=O)(=O)c3cccnc3)cn12
→ 4 | 16
- O=C(O)c1ccc(CS(=O)(=O)c2cccc(C(F)(F)F)c2)o1
→ 2 | 12
- O=c1c2ccccc2nc2ccc(NCc3ccco3)nn12
→ -2 | -19
- O=C(CN1CCN(S(=O)(=O)c2ccc(Br)cc2)CC1)Nc1ccc2c(c1)OCCO2
→ 0 | 4
- NC(=O)c1sc2nc3c(c(-c4ccco4)c2c1N)CCC3
→ 0 | -6
- COc1ccc(C(=O)NCc2nc3ccccc3[nH]2)cc1OC
→ 0 | 15
- O=C1c2oc3ccccc3c(=O)c2C(c2cccc(O)c2)N1CCCN1CCOCC1 (centres undefined)
→ 0 | -1

# 4 compounds already listed, ordered by molar mass, largest number first.
# Value order – QS inhibitor | QS inhibitor GFP MFI %
- CC(C(=O)NC1CCCCCC1)N(c1ccccc1)S(C)(=O)=O (centres undefined)
→ 0 | 1
- O=C1c2ccccc2NC(c2cccc(F)c2)N1Cc1ccco1 (centres undefined)
→ -1 | 2
- O=S(=O)(c1ccc(Br)s1)N1CCCCC1
→ 2 | 12
- COC1CCCCC1Nc1cccc(SC)c1 (centres undefined)
→ 0 | -1

# The listing continues.
# Value order – QS inhibitor | QS inhibitor GFP MFI %
- Cc1cn2c(-c3ccncc3)nnc2s1
→ -1 | 0
- c1cncc(-c2nc3ccccn3c2Nc2ccc3c(c2)OCCO3)c1
→ -3 | -43
- O=C(CCCCn1c(=O)c2ccccc2n(CC(=O)NC2CCCC2)c1=O)NCc1ccco1
→ 1 | 7
- CCOC(=O)C1CCCN(C(=O)c2cc3c(-c4cccc(OC)c4)nn(C)c3s2)C1 (centres undefined)
→ -1 | 1
- O=C(C1CCCN(S(=O)(=O)c2cccc3nsnc23)C1)N1CCN(c2ccccn2)CC1 (centres undefined)
→ -4 | -10
- CC(C)c1ccc(S(=O)(=O)N2CCN(CCC(=O)Nc3ccc(N(C)C)cc3)CC2)cc1
→ -4 | 3
- Nc1nc(Cn2nnc(-c3ccccc3Cl)n2)nc(N2CCOCC2)n1
→ 0 | 10
- CC(OC(=O)CNC(=O)C12CC3CC(CC(C3)C1)C2)C(=O)Nc1ccc(N2CCOCC2)cc1 (centres undefined)
→ 7 | 37
- CCN(CCCNC(=O)CCNC(=O)Cn1cnc2ccccc2c1=O)c1cccc(C)c1
→ -2 | -22
- Cc1nn(-c2ccc(F)cc2)c2sc(C(=O)OCC(=O)N3CCC(C)CC3)cc12
→ 10 | 9
- CC(=O)Nc1ccc(Cl)cc1C(=O)O
→ -3 | 5
- CCn1c(C(=O)N2CCC(Cc3ccccc3)CC2)cc2sccc21
→ 1 | 16
- CCS(=O)(=O)N1CCCC(C(=O)NCc2ccc3c(c2)OCO3)C1 (centres undefined)
→ 3 | 7
- COC(=O)c1ccc(-c2nc(-c3ccc(Br)o3)no2)cc1
→ 1 | 2
- Cc1ccc(CNC(=O)C2CCN(S(=O)(=O)c3cccs3)CC2)o1
→ 19 | 28
- CCCCN(CC)C(=O)CN(C)S(=O)(=O)c1cccc2nsnc12
→ -1 | -4
- COc1cc(C)c(S(=O)(=O)Nc2ccc(CC(=O)O)cc2)cc1C
→ 0 | 7
- CC(=O)N1CCc2cc(S(=O)(=O)NC(CC(C)C)C(=O)N3CCn4c3nc3ccccc34)ccc21 (centres undefined)
→ -2 | -11
- O=C(NCCc1ccc(Cl)cc1)C1CC(=O)N(C2CCCCC2)C1 (centres undefined)
→ -5 | -9
- COc1ccc(N2CCN(c3nc4c(c(=O)[nH]c(=O)n4C)n3Cc3ccccc3Cl)CC2)cc1
→ -1 | -11
- Cn1c(C(=O)N2CCCC2)cc2c(=O)n(C)c3ccccc3c21
→ -2 | 0
- Cc1ccc(Br)cc1S(=O)(=O)N1CCN(c2ccccc2)CC1
→ 2 | 25
- Cc1ccc(-n2nc(-c3ccc(N)cc3)cc2N)cc1
→ -5 | -12
- CCOC(=O)CSc1nnc(CNC(=O)c2cccs2)n1-c1cccc(C)c1
→ 0 | 17
- O=C(O)Cn1cc2c(n1)CCCC2
→ 0 | -5
- Cn1cccc1Cc1nnc(SCC(=O)Nc2ccc3c(c2)OCCO3)n1CCc1ccccc1
→ 33 | 40
- Cc1nc2c(C(=O)NCCc3ccccc3)c[nH]n2c(=O)c1Cl
→ 4 | 9
- COc1ccc(NC(=O)C(c2ccc(OC)cc2)N(C)C(=O)CNC(C)=O)cc1 (centres undefined)
→ -2 | -16
- COc1cc(C2c3c(oc4c(C)cc(C)cc4c3=O)C(=O)N2Cc2cccnc2)ccc1O (centres undefined)
→ 0 | 7
- Cc1cc(NC(=O)c2cnn3c(C(F)F)cc(C4CC4)nc23)no1
→ 0 | 6

# Value order – QS inhibitor | QS inhibitor GFP MFI %
- O=C(O)CSc1sc(=S)sc1SCC(=O)O
→ 0 | 3
- CCS(=O)(=O)N1CCC(C(=O)NCCN2CCN(Cc3ccccc3)CC2)CC1
→ 13 | 32
- CC1Cc2ccccc2N1C(=O)Cn1c(=O)oc2cc(S(=O)(=O)N3CCCCC3)ccc21 (centres undefined)
→ -2 | -1
- Cc1cccc(-n2nnc(C(=O)N3CCc4ccccc4C3)c2N)c1
→ 9 | 73
- CCn1c(Oc2ccc(Oc3ncc(Cl)cc3Cl)cc2)nc2c1c(=O)n(C)c(=O)n2C
→ -2 | 2
- COc1cccc(NS(=O)(=O)c2ccc3[nH]cc(C(=O)NCCN4CCOCC4)c(=O)c3c2)c1
→ -2 | -6
- Cc1oc(-c2ccc(Cl)cc2)nc1CN1CCC(C(=O)N2CCN(Cc3ccccc3)CC2)CC1
→ 0 | -27
- COC(=O)c1[nH]nc2c1C(=O)N(C1CCCCC1)C2=O
→ 29 | 42
- CC1CC(C)CN(CCCNC(=O)COc2cc(=O)n(C)c3ccccc23)C1 (centres undefined)
→ -4 | 14
- Cc1cc(C(=O)Nc2cc(C)n(Cc3ccc(Cl)cc3)n2)no1
→ 3 | 14
- CC(C)CCNC(=O)NC(=O)CSc1nnc(COc2ccccc2Cl)o1
→ -3 | -22
- Cc1cc(=O)n2nc(N3CCCC3C(=O)NCCCN3CCCCC3)sc2n1 (centres undefined)
→ 2 | 9
- Cc1noc(/C=C/N(C)C)c1S(=O)(=O)NC1CCCCC1
→ -8 | -18
- COc1cccc(-c2nc(CS(=O)CC(=O)NC3CC3)c(C)o2)c1 (centres undefined)
→ -1 | -5
- O=S(=O)(c1ccccc1)c1nc(-c2ccco2)oc1NCCCN1CCOCC1
→ 1 | 43
- Cc1ccc(-c2cc(C(F)F)n3ncc(C(=O)N4CCN(c5ccccn5)CC4)c3n2)cc1
→ 24 | 56
- CCOc1ccc(Cn2nnc(C(=O)Nc3ccc(OC)cc3OC)c2N)cc1
→ 0 | -4
- C1=C(CCNc2ncnc3c2cnn3-c2ccccc2)CCCC1
→ -1 | -8
- CCOC(=O)c1[nH]c(C)c(C(=O)NCCCN2CCOCC2)c1C
→ -2 | -19
- CCOC(=O)c1nnn(CC(=O)Nc2cccc(Cl)c2C)c1C(=O)OCC
→ -2 | -30
- CSc1ccccc1NC(=O)CCn1c(=O)sc2ccccc21
→ -2 | -5
- CC1(C)NC(C)(C)C(O)(C(N)=O)C1=O (centres undefined)
→ 1 | 15
- Clc1ccc(-n2nnnc2Sc2ncnc3sccc23)cc1
→ -3 | -1
- CCN(CCNC(=O)Cn1c(=O)sc2ccccc21)c1ccccc1
→ -3 | -4
- Cn1c(Cl)cnc1C1CC(=O)c2cc(Cl)ccc2O1 (centres undefined)
→ 3 | 10
- N#CCCn1nnc2ccccc21
→ -4 | -9
- Cc1ccc(N2C(=O)C(Cl)=C(Nc3c(C)n(C)n(-c4ccccc4)c3=O)C2=O)cc1
→ 4 | 10
- CC1Cn2c(nnc2-c2cccc(N)c2)S1 (centres undefined)
→ 6 | 9
- C=CCn1c(SCC(=O)NCC2CCCO2)nnc1C1CCCCC1 (centres undefined)
→ -1 | -2
- CCOC(=O)c1c(C)c(C(=O)NCc2ccccn2)c(C)n1CC
→ -1 | 9
- CC(C)CCOP(=O)(c1ccc(N(C)C)cc1)C(O)c1ccccc1F (centres undefined)
→ 82* | 76*
- Cc1nn(C)cc1C1C2=C(CC(C)(C)CC2=O)OC2=C1C(=O)CC(C)(C)C2
→ -8 | -25
